USP30 block – inhibitors of human USP30 deubiquitinase; Q70CQ3; purified USP30, Ub-rhodamine cleavage fluorescence; inhibition, % at 25 µM; actives 5.3% (n = 47,000); AID 1645860
USP10 block – inhibitors of human USP10 deubiquitinase. purified USP10, Ub-rhodamine fluorescence, 60 min. inhibition, % at 20 µM. Q14694. actives 1.1% (n = 47,000)
USP8 block – blocks human USP8 ubiquitin-rhodamine cleavage. P40818. purified USP8, Ub-rhodamine cleavage fluorescence, 30 min. inhibition, % at 20 µM. actives 4.2% (n = 47,000). AID 1645853
USP28 inh – blocks human USP28 ubiquitin-rhodamine cleavage; inhibition, % at 25 µM; purified USP28, Ub-rhodamine cleavage fluorescence, 30 min; AID 1645857; Q96RU2; actives 3% (n = 47,000)
USP17 inh – blocks human USP17 ubiquitin-rhodamine cleavage. inhibition, % at 50 µM. actives 6.5% (n = 47,000). A8MUK1. purified USP17, Ub-rhodamine cleavage fluorescence, 3 h. AID 1645855
Target sequence (A8MUK1 whole entry, looked up): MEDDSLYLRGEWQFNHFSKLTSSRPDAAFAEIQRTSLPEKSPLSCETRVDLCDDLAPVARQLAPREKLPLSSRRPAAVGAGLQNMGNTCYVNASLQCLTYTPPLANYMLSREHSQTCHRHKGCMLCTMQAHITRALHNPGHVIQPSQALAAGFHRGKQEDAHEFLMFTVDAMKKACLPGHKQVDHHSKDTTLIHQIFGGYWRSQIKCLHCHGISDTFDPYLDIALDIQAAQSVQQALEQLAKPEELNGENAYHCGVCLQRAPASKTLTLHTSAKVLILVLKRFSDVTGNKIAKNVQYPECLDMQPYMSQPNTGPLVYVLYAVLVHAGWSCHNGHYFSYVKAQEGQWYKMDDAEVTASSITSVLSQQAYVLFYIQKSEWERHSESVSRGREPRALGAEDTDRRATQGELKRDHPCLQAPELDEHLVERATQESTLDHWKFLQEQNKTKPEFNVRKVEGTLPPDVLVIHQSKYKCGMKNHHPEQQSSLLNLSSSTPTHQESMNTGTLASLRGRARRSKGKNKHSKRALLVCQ
USP7 inh – inhibitors of human USP7 deubiquitinase; Q93009; purified USP7, Ub-rhodamine cleavage fluorescence; inhibition, % at 20 µM; actives 0.3% (n = 47,000)
UCHL1 block – human UCHL1 deubiquitinase inhibition; inhibition, % at 20 µM; AID 1645859; purified UCHL1, Ub-rhodamine cleavage fluorescence; actives 0.2% (n = 47,000); P09936
Target sequence (P09936 whole entry, looked up): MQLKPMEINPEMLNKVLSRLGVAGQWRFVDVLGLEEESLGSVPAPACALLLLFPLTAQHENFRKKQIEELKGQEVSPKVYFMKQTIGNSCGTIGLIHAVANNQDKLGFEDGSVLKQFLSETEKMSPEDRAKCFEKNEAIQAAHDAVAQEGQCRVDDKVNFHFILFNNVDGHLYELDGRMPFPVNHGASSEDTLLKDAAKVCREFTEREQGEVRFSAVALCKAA
OTUD3 inh – blocks human OTUD3 ubiquitin-rhodamine cleavage; Q5T2D3; purified OTUD3, Ub-rhodamine fluorescence, 2 h; inhibition, % at 25 µM; actives 0.7% (n = 47,000); AID 1645858
Numbers without * were called inactive; · = not tested or not shown. Rule as the data show it: active = inhibition above about 30%; inactive = the rest.

SMILES	USP30 block	USP10 block	USP8 block	USP28 inh	USP17 inh	USP7 inh	UCHL1 block	OTUD3 inh
O=C(c1cc(-c2ccn(-c3ccccc3)n2)n2ccccc12)N1CCC(O)CC1	-326	-6	-14	-125	-122	-21	-15	-99
CN(C)CCNC(=O)c1cc(-c2ccn(CC3CC3)n2)n2ccccc12	-57	-8	-252	-13	-58	-87	-4	-14
COc1ccc(-c2cccc(C3CCCN(C(=O)c4ccncc4)C3)n2)cc1 (centres undefined)	0	0	4	-2	-6	0	0	1
Cc1nnc2ccc(C(=O)N3CCN(Cc4ccccc4)CC3)cn12	-115	-10	-8	-23	-27	-4	-9	-11
CCCCCn1c(=O)[nH]c2cc(C(=O)NCCN3CCC(Cc4ccccc4)CC3)ccc2c1=O	44*	2	15	14	21	4	0	17
O=C(CCn1cnc2cc(-c3noc(-c4ccncc4)n3)ccc21)N1CCCCC1	27	0	27	0	6	3	2	10
Cc1cc(NC(=O)c2nccnc2-c2nc3ccccc3s2)no1	11	0	2	8	-6	-3	2	13
CC(=O)N1CCCSc2ccc(S(=O)(=O)NCCCN3CCCC3)cc21	-8	-2	-9	-8	-1	-8	-3	-10
c1ncc(-c2ccc(-c3noc([C@@H]4CCCN4CC4CCCCC4)n3)cn2)cn1	14	-3	-2	10	-1	7	7	6
COc1cccc(NC(=O)c2ccc3noc(-c4ccc(Cl)cc4)c3c2)c1	0	14	3	0	58*	5	0	0
CC1CCN(c2ccc(C(=O)NCc3ccc(F)cc3)cc2[N+](=O)[O-])CC1	13	8	-32	1	1	5	6	1
Cc1ccc(S(=O)(=O)NCc2cnc(C3CCCCO3)nc2)cc1 (centres undefined)	17	3	-6	7	3	1	-1	6
CCC(=O)Nc1ccc(-n2cnc(C(=O)NC3CCCCC3)c2)nc1	-34	-3	-10	-16	-7	-3	-4	-13
O=C(CC1CCCC1)N1CCCC(c2[nH]nc3nccnc23)C1 (centres undefined)	28	3	21	13	18	3	3	18
O=C(c1ccc(F)cc1)N1CCN(c2ncnc3c2nnn3Cc2ccccc2)CC1	·	0	0	·	8	-5	4	6

Of the compounds above, 3 have a halogen.
SMILES	USP30 block	USP10 block	USP8 block	USP28 inh	USP17 inh	USP7 inh	UCHL1 block	OTUD3 inh
COc1cccc(NC(=O)c2ccc3noc(-c4ccc(Cl)cc4)c3c2)c1	0	14	3	0	58*	5	0	0
CC1CCN(c2ccc(C(=O)NCc3ccc(F)cc3)cc2[N+](=O)[O-])CC1	13	8	-32	1	1	5	6	1
O=C(c1ccc(F)cc1)N1CCN(c2ncnc3c2nnn3Cc2ccccc2)CC1	·	0	0	·	8	-5	4	6

Records above that bear a hit mark in USP30 block.
SMILES	USP30 block	USP10 block	USP8 block	USP28 inh	USP17 inh	USP7 inh	UCHL1 block	OTUD3 inh
CCCCCn1c(=O)[nH]c2cc(C(=O)NCCN3CCC(Cc4ccccc4)CC3)ccc2c1=O	44*	2	15	14	21	4	0	17

(listing goes on)
SMILES	USP30 block	USP10 block	USP8 block	USP28 inh	USP17 inh	USP7 inh	UCHL1 block	OTUD3 inh
O=C(C1CCC1)N1CCN(Cc2nncn2C2CCCCC2)CC1	3	0	0	-6	0	2	0	1
COC(=O)CSc1ncnc2c1sc1nc(CC(C)C)c3c(c12)CCC3	20	0	7	17	10	9	5	1
Cc1noc2nc(C)n(CC(=O)NCc3ccccc3Cl)c(=O)c12	-7	1	0	-12	-11	0	0	-6
COc1cc(C(=O)Nc2nc3ccc4nc(C)sc4c3s2)cc(OC)c1OC	·	-5	-23	·	-3	-3	-5	-1
COCCCNC(=O)c1ccc(Cn2c(=O)c3ccccc3n(CC(=O)c3ccccc3)c2=O)cc1	9	-1	5	2	2	4	1	8
O=S(=O)(c1cc(-c2nnc(C3CC3)o2)co1)N1CCCCC1	-12	-3	12	-3	-4	1	1	7
Cc1cc(=O)[nH]c(C2CN(C(=O)c3ccc4n[nH]nc4c3)CCO2)n1 (centres undefined)	1	-2	2	-7	1	0	-2	-2
Clc1ccc(Cn2c(C3CCCO3)nc3ccccc32)cc1 (centres undefined)	14	2	1	14	·	-116	1	-1
O=C(Cn1cnc2cc([N+](=O)[O-])ccc2c1=O)NCCc1ccc(F)cc1	-28	-4	-73	5	13	-3	-5	12
Fc1ccccc1-n1ccnc1N1CCNCC1	-19	-3	-3	-9	-11	0	-1	-7
Cn1c(=O)c2c(-c3ccc(C(C)(C)C)cc3)n(CCc3ccccc3)cc2n(C)c1=O	0	3	-82	0	-7	8	7	6
O=c1[nH]c(=O)n(Cc2ccccc2)c2c1CN(Cc1cccnc1)CN2	9	3	5	6	8	·	3	2
Cc1ccccc1NC(=O)c1nnc2c(-c3ccccc3)c(C)nn2c1C	-23	-4	1	-6	-4	3	-3	-5
Cc1ccccc1C(=O)Nc1onc2c1CCCC2	-2	5	2	3	-5	0	0	-1
N#Cc1ccccc1S(=O)(=O)N1CCc2sccc2C1	-27	-3	-7	-10	-32	-7	-4	-2
N#Cc1c2c(c(-c3ccccc3)n(-c3ccccn3)c1=O)CCCC2	-25	-4	-1	-20	-10	-4	-4	-6
O=C(NCCC(=O)N1CCC2(CC1)NCCc1[nH]cnc12)c1cccc(Cl)c1	1	2	5	-5	4	2	-1	1
COc1cccc(-c2nc(CSCC(=O)N3CCN(c4cccc(C)c4)C(C)C3)c(C)o2)c1 (centres undefined)	-3	4	2	1	7	7	9	5
CCN1CCC2(CN(C(=O)N(C)C)CC23CCN(C(=O)NCc2ccccc2)CC3)C1=O (centres undefined)	-24	2	-46	-4	-12	2	-1	-6
O=C(CC1CCC2(CCNCC2)CC1)Nc1cccc(S(=O)(=O)N2CCOCC2)c1	18	2	3	-56	8	6	1	15
CCCn1cnnc1C1CCCN(Cc2ccc3cc[nH]c3c2)C1 (centres undefined)	1	-1	10	1	0	4	2	4
Cc1cc(C)c(C)c(Oc2coc3cc(O)ccc3c2=O)c1	7	4	15	34*	6	-11	1	6
Cc1occc1-c1nnc(SCC(=O)N2CCN(c3ccc(F)cc3)CC2)o1	8	1	2	0	5	0	1	8
Cc1ccc(C(=O)N(Cc2nc3nc(C)cc(=O)n3[nH]2)c2ccc(C)cc2)cc1	-8	-1	-39	0	0	4	-3	-1
COc1cc2c(c(OC)c1OC)-c1ccc(N3CCN(c4cccc(Cl)c4)CC3)c(=O)cc1[C@@H](NC(C)=O)CC2	-13	-1	55*	-3	22	8	6	-2
Nc1cc(C2CCN(C(=O)NCc3cccc(F)c3)CC2)no1	0	-2	1	-13	0	-3	-5	-11
O=C(COc1ncnc2scc(-c3ccccc3)c12)c1ccc(S(=O)(=O)N2CCCC2)cc1	-96	-13	-21	-28	-16	-6	-15	-36
CC1=C(C(=O)N2CCCCC2)C(c2ccc(F)cc2)n2c(nc3ccccc32)N1 (centres undefined)	-6	-1	8	0	8	-3	5	5
O=C(N[C@@H]1C[C@@H](Oc2ccccc2)[C@H](O)[C@H]1O)c1ccccc1F	-7	0	3	-10	-4	1	0	-2
Cc1ccccc1NC(=O)CCc1nc(CSc2nnc(-c3ccncc3)o2)no1	-3	-1	-195	0	-30	4	1	5
COCCCNc1ncnc2sc(C(=O)O)c(C)c12	-116	-4	-4	-5	-25	-1	-5	-6
O=S(=O)(c1cccc(Cl)c1)N1CCC(n2cnnc2C2CC2)CC1	16	2	-3	6	-7	2	2	6
CC1CS(=O)(=O)N(c2ccc(S(=O)(=O)Nc3ccccc3Cl)cc2)C1=O (centres undefined)	6	0	10	0	9	4	-2	8
CC(=O)N1CCc2cc(S(=O)(=O)Nc3ccccc3N3CCN(C)CC3)ccc21	-12	-2	-9	-7	-8	-4	-8	-8
O=C(COc1cccc(N2CCCC2=O)c1)N1CCN(C(=O)c2ccco2)CC1	-18	-6	0	-8	-3	0	-1	-5
Cn1cc(C2=CCN(S(=O)(=O)c3ccccc3F)CC2)c2cccnc21	-60	-1	-15	-17	-15	-4	-5	-17
COc1ccc(-c2c(NC(=O)c3ccc(F)cc3)oc3ccccc3c2=O)cc1	15	1	6	9	1	-14	1	12
Cc1ccsc1C(=O)N1C[C@H](OCc2cccnc2)[C@H]2COC[C@H]21	22	-3	-27	7	-2	2	0	2
Cc1ccccc1CN1CCN(CC(=O)Nc2cccc(C)c2C)S1(=O)=O	12	1	5	0	0	2	0	1
Cc1ccc(NC(=O)c2cc(Cl)cc(Cl)c2)cc1S(=O)(=O)N1CCCCCC1	-8	3	-1	-5	-7	4	1	-2
COc1ccc(-c2cc(-c3nnc(CSc4nc5ccccc5n4C)o3)c3ccccc3n2)cc1OC	0	-10	3	17	58*	-28	-39	20
COc1cccc(NC(=O)N2CCCC2c2cc(C(C)C)no2)c1 (centres undefined)	-2	0	1	-9	·	-10	-10	0
CCc1ccc(NC(=O)Cc2nnc(-c3ccc4ncccc4c3)o2)cc1	43*	-5	51*	21	63*	2	-1	15
O=S1(=O)c2ccccc2C(Oc2ccccc2)CN1CCO (centres undefined)	-2	1	-13	-7	-2	-6	0	0
CC(=O)NC(Cc1ccc(C)cc1)C(=O)NC1CCN(c2nc(C)cc(C)c2C#N)CC1 (centres undefined)	-47	-2	-3	-18	-25	-12	-2	-16
O=C(NCc1csc(-c2ccccc2)n1)c1ccccc1F	3	2	9	19	7	0	2	10
O=C(CSc1c[nH]c2ccccc12)N1CCOCC1	5	1	0	-1	0	·	3	5
O=C(CN1CCC2(CC1)N=C(c1ccc(F)cc1)C(=O)N2)NCc1ccc(Cl)cc1	25	1	9	21	0	-29	2	9
Cc1cccc(NC(=O)C2CCN(c3nc4nc[nH]c(=O)c4s3)CC2)c1C	-134	-1	-6	-50	-71	0	-5	-20
Cc1ccc(C)n1-c1cc([N+](=O)[O-])ccc1N1CCN(S(C)(=O)=O)CC1	-10	1	-95	-9	-20	-1	-2	-5
COc1ccc(C2CC(=O)c3c(oc(C(=O)OC(C)C)c3C)C2)cc1 (centres undefined)	6	6	-1	-1	7	-10	2	3
CCn1c(=O)n(CC(=O)Nc2ccc3c(c2)OCO3)c(=O)c2ccccc21	6	2	1	0	6	2	-2	2
COc1ccc(NC(=O)CSc2cn(CC(=O)N3CCCCCC3)c3ccccc23)cc1OC	7	0	-135	-8	-10	-5	0	-11
CC(=O)N1CCN(c2nc3c(s2)CC(C(=O)NCc2ccc(F)cc2)CC3)CC1 (centres undefined)	-1	-1	-5	2	3	-1	-3	-3
Cc1ccc(N2C(=O)CN(S(C)(=O)=O)CC2(C)C(=O)NC2CCCCC2)cc1 (centres undefined)	7	1	0	0	6	-8	-4	0
O=C(Cn1c(=O)n(-c2ccc(F)cc2)c(=O)c2oc3ccccc3c21)NC1CCCCC1	-6	7	41*	6	17	7	-1	10
Cc1nc(Nc2ccc(Oc3ccccc3)cc2)cc(-c2cccnc2)n1	-32	4	-1	7	-11	7	9	-13
O=C(Cn1ncc2ccccc21)Nc1ccc(Br)cn1	-21	4	2	39*	5	-4	2	14
O=C(COc1cccc(F)c1)Nc1ccc(S(=O)(=O)NC2CC2)cc1	-10	-1	-54	3	-12	-6	-1	-4
Cc1ccccc1C(=O)N1CCN(c2oc(-c3ccccc3Cl)nc2C#N)CC1	6	8	0	-4	0	-11	1	-1

Next section (two carried over from the part before).
SMILES	USP30 block	USP10 block	USP8 block	USP28 inh	USP17 inh	USP7 inh	UCHL1 block	OTUD3 inh
O=C(COc1cccc(F)c1)Nc1ccc(S(=O)(=O)NC2CC2)cc1	-10	-1	-54	3	-12	-6	-1	-4
Cc1ccccc1C(=O)N1CCN(c2oc(-c3ccccc3Cl)nc2C#N)CC1	6	8	0	-4	0	-11	1	-1
Cc1cccc(NC(=O)Nc2cnn(-c3ncncc3N3CCOCC3)c2)c1	-12	-1	-2	-9	-24	0	0	-10
CCOCCCNC(=O)CCc1nnc2n(CCc3ccccc3)c(=O)c3ccccc3n12	24	3	-17	15	-1	1	0	13
O=C1CC(c2noc(-c3ccncc3)n2)CN1c1cccc(F)c1 (centres undefined)	-4	-1	-1	-7	-4	-3	-3	-4
O=C(c1cc(C(F)(F)F)[nH]n1)N1CCCC(O)(CN2CCC(F)(F)CC2)CC1 (centres undefined)	-8	1	-20	-9	-12	-4	-2	-4
O=C(Nc1ccccc1)C1=CCN(Cc2ccccc2F)CC1	-12	0	-7	0	-5	-16	0	0
O=C1[C@H]2Cc3c([nH]c4ccccc34)C(c3cccc([N+](=O)[O-])c3)N2C(=O)CN1Cc1ccco1 (some centres undefined)	-3	7	-14	1	40*	-89	1	0
COc1ccc(CN2CCN(C(=O)c3n[nH]c4c3CCCC4)CC2)cn1	-15	-2	3	-4	-1	0	-1	0
COc1cccc(NS(=O)(=O)c2ccc3onc(C(=O)N4CCCCC4)c3c2)c1	-3	4	-30	0	-7	0	1	-3

A few values from the results shown.
Under USP17 inh, CCOCCCNC(=O)CCc1nnc2n(CCc3ccccc3)c(=O)c3ccccc3n12 shows -1
Under USP7 inh, O=C(c1cc(C(F)(F)F)[nH]n1)N1CCCC(O)(CN2CCC(F)(F)CC2)CC1 (centres undefined) shows -4
Under USP28 inh, O=C1[C@H]2Cc3c([nH]c4ccccc34)C(c3cccc([N+](=O)[O-])c3)N2C(=O)CN1Cc1ccco1 (some centres undefined) shows 1
Under UCHL1 block, Cc1cccc(NC(=O)Nc2cnn(-c3ncncc3N3CCOCC3)c2)c1 shows 0
Under USP28 inh, COc1cccc(NS(=O)(=O)c2ccc3onc(C(=O)N4CCCCC4)c3c2)c1 shows 0
